High-throughput results from PubChem.
STEP inh = STEP (human) phosphatase inhibition; P54829; recombinant STEP, OMFP fluorogenic substrate, fluorescence; inhibition, % at 20 µM; actives 0.25% (n = 360,000); AID 588621;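 active = inhibition at 20 µM, scaled per plate between control wells, above about 37%, limit read from the data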;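 also: 0% = DMSO with enzyme and substrate and 100% = substrate only without enzyme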
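Material: STEP (striatal-enriched tyrosine phosphatase) enzyme, cell-free | Medium: 50 mM Bis-Tris pH 6.0 with 2.5 mM DTT and 0.005% Tween 20 | Read-out: Percent inhibition scaled to no-enzyme and uninhibited-enzyme controls, plate-pattern corrected | Signal: Fluorescence read at 480 nm ex / 540 nm em | Times: 20 min reaction, room temperature, in the dark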
Rpn11 block = Rpn11 (human) deubiquitinase inhibition; O00487; human 26S proteasome, Ub4-pepOG fluorescence polarization; 20S core pre-blocked with epoxomicin; calls only at 20 µM; actives 0.59% (n = 360,000);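 active = inhibition at 20 µM, scaled to each plate's controls, above about 33%, limit read from the data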
Scp1 inh = Scp-1 (human) phosphatase inhibition; Q9GZU7; Recombinant Scp1, phosphopeptide, malachite green phosphate absorbance; inhibition, % at 20 µM; actives 0.88% (n = 340,000);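 active = inhibition above about 50% at 20 µM, limit read from the data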;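 also: plate controls were DMSO wells with enzyme for no effect and wells lacking enzyme for full effect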
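assay system = SCP-1 phosphatase catalytic domain, residues 76-261 | buffer or medium = 50 mM Tris acetate pH 5.5, 0.005% Tween-20, 10 mM MgCl2 | incubation = enzyme reaction 45 min at room temperature, colour 5 min, stabilisation 30 min | signal = Phosphate-binding colour reagent, absorbance read at 630 nm | measure = % inhibition at 20 µM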
LMPTP inh = blocks human LMPTP phosphatase | AID 651560 | inhibition, % at 20 µM | actives 0.22% (n = 360,000) | recombinant LMPTP-A, OMFP fluorogenic substrate, fluorescence intensity | P24666;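 active = compounds that cut the enzyme signal by at least half of the control window in the single-dose screen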;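 also: plate controls were DMSO wells with enzyme plus substrate for no effect and substrate without enzyme for full effect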
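material = LMPTP-A | quantity = 0.625 nM enzyme | reagent = OMFP substrate, 400 µM final | buffer or medium = Bis-Tris pH 6.0, DTT, detergent | detection = endpoint fluorescence intensity from OMFP dephosphorylation | dosing = single 20 µM dose | read-out basis = % inhibition relative to no-enzyme and uninhibited control wells | control set = no-enzyme and uninhibited controls | timing = 50 min at room temperature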
NadD block = NadD (S. aureus) enzyme inhibition. purified NadD enzyme, colorimetric absorbance read-out. inhibition, % at 20 µM. actives 0.78% (n = 360,000). AID 602399; in the data active = inhibition above about 26%; also: some compounds past the cut are filed as inactive
Tb MetRS inh = blocks T. brucei methionyl-tRNA synthetase activity; inhibition, % at 11.9 µM; actives 0.4% (n = 360,000); purified T. brucei MetRS, ATP depletion, Kinase-Glo luminescence;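 active = inhibition above a per-plate cutoff of the control wells' mean inhibition plus 3 SD, cut at about 5.5% in these data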;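 also: 0% = DMSO wells median and 100% = median of wells with control inhibitor compound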
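Dosing: 11.9 µM compound single dose, 0.9% DMSO; Assay system: purified T. brucei MetRS enzyme; Measured by: Kinase-Glo luciferase luminescence reporting remaining unconsumed ATP; Schedule: 15 min plus 2 h at 25 °C.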
PABP1 MLLE inh = inhibitors of microRNA-mediated deadenylation, human PABP1 MLLE binding; GST-MLLE / FITC-PAM2 fluorescence polarization; P11940; actives 0.36% (n = 360,000); inhibition, % at 20 µM; AID 588489; in the data active = inhibition above about 35%, passing the limit was not always enough;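 also: plate controls were DMSO wells with GST-MLLE for no effect and wells lacking GST-MLLE protein for full effect; some results filed as inactive read as strong as hits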
SUMO1-SIM PPI = modulators of human SUMO1-mediated protein-protein interactions; P63165; SUMO1 binding to a labelled peptide, TR-FRET, 1 h; inhibition, % at 20 µM; actives 0.33% (n = 360,000); AID 602429; in the data active = inhibition above about 37%
DNMT1 inh = inhibitors of human DNMT1; P26358; DNMT1 molecular beacon, Hinp1I cleavage, fluorescence; inhibition (reported as % activation of signal), % at 10 µM; actives 0.83% (n = 360,000); AID 588458; in the data active = inhibition above about 50%
Target sequence (P26358 504-1616 limits assumed): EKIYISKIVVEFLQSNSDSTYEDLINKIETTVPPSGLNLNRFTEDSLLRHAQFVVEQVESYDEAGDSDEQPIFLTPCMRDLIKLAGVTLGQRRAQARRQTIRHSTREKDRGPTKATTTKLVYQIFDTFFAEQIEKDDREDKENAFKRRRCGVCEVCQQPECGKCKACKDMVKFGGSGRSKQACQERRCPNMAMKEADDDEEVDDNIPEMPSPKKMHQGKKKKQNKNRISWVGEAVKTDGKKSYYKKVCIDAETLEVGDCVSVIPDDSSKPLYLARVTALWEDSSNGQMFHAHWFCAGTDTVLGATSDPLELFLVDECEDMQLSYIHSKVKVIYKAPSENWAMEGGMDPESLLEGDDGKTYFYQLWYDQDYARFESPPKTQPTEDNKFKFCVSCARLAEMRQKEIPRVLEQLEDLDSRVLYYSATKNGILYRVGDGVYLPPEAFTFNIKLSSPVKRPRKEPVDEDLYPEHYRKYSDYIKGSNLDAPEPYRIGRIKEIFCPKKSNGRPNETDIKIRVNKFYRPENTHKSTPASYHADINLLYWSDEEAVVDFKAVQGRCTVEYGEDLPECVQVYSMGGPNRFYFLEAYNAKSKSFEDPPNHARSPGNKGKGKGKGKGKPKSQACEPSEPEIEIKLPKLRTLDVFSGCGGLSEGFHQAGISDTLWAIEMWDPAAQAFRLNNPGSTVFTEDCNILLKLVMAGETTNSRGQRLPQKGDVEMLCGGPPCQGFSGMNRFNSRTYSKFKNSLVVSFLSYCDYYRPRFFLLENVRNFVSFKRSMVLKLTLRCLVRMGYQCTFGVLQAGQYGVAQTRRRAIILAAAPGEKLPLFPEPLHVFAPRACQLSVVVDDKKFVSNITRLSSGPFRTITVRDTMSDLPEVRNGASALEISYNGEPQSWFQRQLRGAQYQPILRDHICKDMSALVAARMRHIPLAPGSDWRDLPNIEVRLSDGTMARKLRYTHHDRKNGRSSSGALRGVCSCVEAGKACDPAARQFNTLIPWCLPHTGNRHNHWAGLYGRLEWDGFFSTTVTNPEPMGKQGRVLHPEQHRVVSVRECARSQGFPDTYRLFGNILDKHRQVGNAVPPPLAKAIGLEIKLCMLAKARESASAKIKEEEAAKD
CSN deneddyl inh = CSN deneddylation inhibition. Q92905. Purified CSN, SCF-Nedd8-OG deneddylation, fluorescence polarization. actives 0.38% (n = 360,000). inhibition, % at 12.5 µM;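 active = pattern-corrected inhibition above about 35%, with an unprinted fluorescence ratio check between 0.5 and 1.5, limit read from the data, passing the limit was not always enough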;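 also: 0% = enzyme with substrate and 100% = substrate without enzyme; some results filed as inactive read as strong as hits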
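assay system = purified human Csn5 enzyme expressed in HEK293T cells | amount = 0.24 nM enzyme | buffer or medium = Tris/NaCl/DTT buffer, pH 7.5 | reagent = 10 nM SCFSkp2-Nedd8OG | compound = one concentration, 12.5 µM, 0.25% DMSO | times = 90 min reaction at room temperature | signal = FP | read-out basis = % inhibition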
* = called active by the depositor; i = inactive; nt = not tested or not shown.

SMILES | STEP inh | Rpn11 block | Scp1 inh | LMPTP inh | NadD block | Tb MetRS inh | PABP1 MLLE inh | SUMO1-SIM PPI | DNMT1 inh | CSN deneddyl inh
COc1ccc(S(=O)(=O)Nc2ccc3c(c2)C(=O)N([C@@H](C)CO)C[C@@H](C)[C@H](CN(C)S(=O)(=O)c2ccc(F)cc2)OCCCC[C@H](C)O3)cc1 | 0 | i | nt | 0.6 | 4 | 0.7 | -2 | -4 | -4 | 6
O=C(c1ccc(F)cc1F)N1CCCc2ccccc21 | 1 | i | -17 | 2.0 | -5 | -1.8 | -8 | 6 | 6 | -5
N#Cc1ccccc1Cn1cc(C#N)c2ccccc21 | -1 | i | -6 | 0.3 | -4 | -1.2 | -5 | -4 | -1 | -3
O=C(O)COc1ccccc1/C=N/NC(=O)CSc1nnc(SCc2cccc3ccccc23)s1 | 8 | i | 27 | 1.0 | 23 | -0.9 | -7 | 9 | 2 | -2
CC1CCN(C(=O)/C(=C/c2ccccc2Cl)c2ccccc2)CC1 | -3 | i | -12 | 4.5 | -1 | -1.2 | -10 | -1 | 0 | 2
C/C(=N/NC(=O)c1nnn(-c2nonc2N)c1COc1ccccc1)c1ccccc1Cl | 3 | i | 1 | 5.5 | 18 | 0.1 | -15 | 5 | -12 | 4
Nc1nnc(CC(c2ccccc2)c2ccccc2)s1 | 3 | i | -4 | 1.8 | 4 | -0.8 | -34 | -1 | -1 | 3
CCCCCC(=O)N1C[C@H](O)[C@@H](n2cc(C3CC3)nn2)C[C@@H]1c1ccc(Cl)cc1 | -1 | i | nt | 0.9 | 2 | -0.5 | 9 | 3 | 1 | 3
CCC(C)N(C(=O)COC(=O)COc1c(C)cc(C)cc1C)C1CCS(=O)(=O)C1 (stereo not drawn) | 0 | i | -4 | 2.0 | -4 | -0.4 | -4 | 5 | 4 | 1
CC(C)=N/N=C(\N)SCc1ccccc1 | -2 | i | 6 | -3.8 | -1 | 0.1 | 34 | 1 | -1 | 1
COc1cc(C(=O)NCCOc2cc(C)cc(C)c2)cc(OC)c1OC | 1 | i | -16 | 0.5 | -10 | -0.2 | -4 | 6 | -1 | 7
Cc1ccc(Cn2nnc(C(=O)Nc3cccc(C)c3C)c2N)cc1 | -2 | i | -12 | 0.7 | -6 | -0.4 | 0 | -4 | -4 | 1
CCCOc1ccc(N/C=C/C(=O)C(C)(C)C)cc1 | 1 | i | -2 | -1.4 | 2 | -1.3 | -42 | -7 | -2 | -1
CCN(CC)S(=O)(=O)c1ccc(N2C(=O)Nc3ccccc3N2O)cc1 | -4 | i | -10 | -1.1 | 4 | -0.2 | 12 | 0 | -3 | -6
Cc1ccc(Nc2nc(=O)[nH]nc2C)cc1 | 2 | i | 0 | -3.1 | -2 | -0.8 | 12 | 2 | 1 | 1
Cc1ccc(CN2CC(C(=O)NCCC3=CCCCC3)CC2=O)cc1 (stereo not drawn) | -1 | i | -7 | 0.5 | -4 | -0.2 | 4 | 0 | 5 | -4
O=C(Cn1nc(Cc2cccnc2)c2ccccc2c1=O)Nc1cc(F)ccc1F | 0 | i | -7 | 1.7 | -2 | 0.1 | 2 | 6 | 1 | 2
Cc1cc(=O)n(C)c(=O)n1CCCNc1ccccc1 | 5 | i | -3 | -0.4 | -5 | -0.9 | 0 | 1 | 0 | -2
COC1=C(Nc2ccc(C)cc2)C(=O)c2ccccc2C1=O | 5 | i | -7 | 3.6 | -5 | -0.6 | 11 | -26 | -13 | -1
CCOc1ccc(N2C(=O)CC(NC3CCN(C(=O)c4cccs4)CC3)C2=O)cc1 (stereo not drawn) | 0 | i | 4 | -1.6 | 2 | -0.1 | 0 | 0 | 1 | -1
COc1ccccc1NC(=O)C1=C(C)NC(SCC(=O)c2ccccc2)=C(C#N)C1c1ccco1 (stereo not drawn) | 14 | i | 11 | 3.3 | 36* | -1.2 | -71 | -7 | 10 | 10
CCOC(=O)C(C(=O)Nc1cccc(C)c1)C1CCCCC1 (stereo not drawn) | 0 | i | -7 | -1.0 | 5 | -0.2 | -4 | 0 | 0 | 0
COc1ccc(C(=O)n2cnc3ccccc32)cc1 | 1 | i | -5 | -1.3 | 1 | -0.5 | -5 | 3 | 0 | -2
O=C(COC(=O)Cc1ccc(Cl)cc1Cl)Nc1ccccc1OC(F)F | -1 | i | -15 | 3.0 | -1 | 0.7 | -4 | 2 | -5 | -2
Cc1cccc2sc(NC(=O)C3CCN(C(=O)c4ccco4)CC3)nc12 | -2 | i | 4 | 0.8 | -4 | -1.2 | -17 | 2 | 0 | 0
COC(=O)c1ccc(/C=C(/NC(=O)c2ccccc2)C(=O)N2CCOCC2)cc1 | -2 | i | -3 | 0.3 | 7 | 0.4 | -4 | 3 | -2 | 1
Cc1nc(N)nc(Cl)c1CCC1OCCO1 | -3 | i | -5 | 1.7 | -2 | -0.1 | 5 | 4 | 0 | 4
CC(C)(C)N(NC(=O)Nc1ccc(Cl)c(Cl)c1)C(=O)c1ccccc1 | -4 | i | -23 | -0.4 | -11 | -0.6 | -9 | -1 | -6 | -4
COc1ccc(S(=O)(=O)N(C)C)cc1NS(=O)(=O)c1ccc(F)c(F)c1F | 1 | i | 2 | -0.7 | 4 | -0.5 | 7 | 5 | 11 | -1
CCN(CC)S(=O)(=O)c1ccc(C(=O)NCCc2cc3c(OC)ccc(OC)c3[nH]c2=O)cc1 | -2 | i | -4 | -0.3 | -5 | -1.0 | 0 | 0 | -1 | -10
CC(=O)c1ccc(N2C(=O)CC(N3CCN(S(=O)(=O)c4ccc(C)c(C)c4)CC3)C2=O)cc1 (stereo not drawn) | 1 | i | 7 | 0.2 | 5 | -0.3 | -8 | -4 | -2 | 4
O=C(C[n+]1cccc(CNC(=O)c2ccc(OC(F)F)cc2)c1)Nc1cccc(C(F)(F)F)c1 | 0 | i | 2 | 0.3 | -5 | 2.5 | 4 | -3 | 0 | -11
O=C(OCc1cccc([N+](=O)[O-])c1)c1cccnc1 | -1 | i | -5 | -0.1 | 4 | -0.7 | -2 | -10 | -1 | 0
c1ccc2c(c1)NC1(CCCCC1)n1c-2nc2ccccc21 | -2 | i | 2 | -0.2 | 5 | -1.6 | -8 | 2 | 0 | 1
CCC1(C)CC(CCN(Cc2ccco2)C(C)=O)(c2ccccc2)CCO1 (stereo not drawn) | 0 | i | 1 | 0.5 | 2 | -0.4 | 6 | -4 | -1 | 1
Fc1cccc(CSc2nc3ncc(Cl)cc3[nH]2)c1 | 13 | i | 14 | 5.0 | -7 | 6.4* | -59 | 2 | -1 | 8
CCN(CC)S(=O)(=O)c1cc(NC(=O)Cn2ncc(Cl)c(Cl)c2=O)ccc1C | -1 | i | 89* | 24 | 13 | -0.9 | -23 | -1 | 50 | 9
O=C(NCc1cccnc1)C1CC2c3ccccc3C1c1ccccc12 (stereo not drawn) | 1 | i | 8 | -0.2 | -2 | -1.5 | 3 | 14 | 8 | 1
Fc1ccc(-c2ccnc3nc(-n4cccc4)nn23)cc1 | 0 | i | 3 | 1.5 | -2 | -0.4 | -12 | 1 | 1 | 7
C=CCN1C(=O)c2ccccc2NC1c1ccc(Br)s1 (stereo not drawn) | -1 | i | 2 | 1.7 | -3 | -0.2 | 5 | 7 | -2 | 1
CC(Oc1ccccc1Cl)c1nnc(N)s1 (stereo not drawn) | -3 | i | -3 | -0.1 | -3 | -1.1 | -3 | -1 | 6 | -2
CCOCCCNC(=O)c1oc2ccc(S(=O)(=O)N3CCOCC3)cc2c1C | -1 | i | -13 | -0.8 | -6 | -0.6 | 0 | 1 | 1 | -3
CCOc1ccc(N(CC(=O)N2CC=C(c3ccccc3)CC2)S(=O)(=O)c2c(C)noc2C)cc1 | -5 | i | -24 | 3.9 | -5 | -0.6 | 3 | 1 | -14 | -7
N#Cc1cnn(-c2ncnc3sc4c(c23)CCCC4)c1N | 0 | i | -5 | 0.7 | 8 | -0.4 | 2 | 1 | 0 | 3
Cc1ccc(C(=O)N2c3ccccc3Sc3ccccc32)cc1 | 0 | i | nt | -0.1 | -8 | -0.5 | 21 | -1 | 0 | 4
S=C(Nc1cccc(Cl)c1Cl)N1CCCC1 | -4 | i | -5 | -2.0 | 2 | -0.4 | -70 | -4 | 0 | 2
Cc1cccc(C(=O)N2CCC(Cc3ccccc3)CC2)c1[N+](=O)[O-] | -1 | i | -16 | 0.5 | -8 | -0.6 | -5 | -3 | 0 | -2
Cc1ccc(C(=O)NNC(=O)c2cccc(S(=O)(=O)N3CCN(c4ccccc4)CC3)c2)cc1 | 0 | i | 6 | 1.9 | 4 | -0.2 | 5 | 2 | -1 | -13
CC(OC(=O)CNC(=O)C12CC3CC(CC(C3)C1)C2)C(=O)Nc1ccc(S(N)(=O)=O)cc1 (stereo not drawn) | -4 | i | -7 | -0.4 | -8 | -0.5 | 5 | 5 | 4 | 0
COc1cc(C2NC(=S)NC(c3ccccc3)=C2C(C)=O)cc(Cl)c1OCC(=O)O (stereo not drawn) | -3 | i | 0 | -0.6 | 6 | -1.0 | -105 | 10 | 0 | 1
COc1ccc(N2c3ccccc3CN(Cc3ccccc3)CC2Cc2cc(OC)c(OC)c(OC)c2)cc1 (stereo not drawn) | 3 | i | nt | 3.5 | 9 | -1.5 | 13 | -3 | -5 | 7
CCN(CC(=O)Nc1ccc(NC(C)=O)cc1)S(=O)(=O)/C=C/c1ccccc1 | -3 | i | -5 | 2.8 | 0 | 0.2 | 0 | 3 | 2 | -1

Complete entries, quoted from the list. Values in the order: STEP inh | Rpn11 block | Scp1 inh | LMPTP inh | NadD block | Tb MetRS inh | PABP1 MLLE inh | SUMO1-SIM PPI | DNMT1 inh | CSN deneddyl inh
Cc1ccc(C(=O)N2c3ccccc3Sc3ccccc32)cc1 in the list: 0 | i | nt | -0.1 | -8 | -0.5 | 21 | -1 | 0 | 4
COc1ccc(N2c3ccccc3CN(Cc3ccccc3)CC2Cc2cc(OC)c(OC)c(OC)c2)cc1 (stereo not drawn) in the list: 3 | i | nt | 3.5 | 9 | -1.5 | 13 | -3 | -5 | 7
CCN(CC(=O)Nc1ccc(NC(C)=O)cc1)S(=O)(=O)/C=C/c1ccccc1 in the list: -3 | i | -5 | 2.8 | 0 | 0.2 | 0 | 3 | 2 | -1
